Cl transport mod: modulates chloride dependent transport by human KCC2. B-score of Tl+ flux slope (higher = more flux/activation; lower = inhibition) at 10 µM. KCC2 cells, thallium flux FluoZin-2 fluorescence. Q9H2X9. 190,000 tested, 2.2% active. AID 1456;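 active means thallium flux slope and its plate-corrected score both differing from the plate sample mean at a set confidence after two filtering rounds, in either direction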;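 further: slope of fluorescence scaled to starting intensity during 10 to 20 s after thallium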
thrombin 1536: inhibitors of human thrombin | inhibition, % at 5 µM | 220,000 tested, 0.26% active | alpha-thrombin, Boc-VPR-AMC fluorogenic substrate cleavage | AID 1046;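 active means inhibition at or above 40%; inactive means inhibition below 40%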;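 further: 0% = enzyme with no compound and 100% = wells without enzyme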
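System – human alpha-thrombin · Medium – pH 7.5 Tris (50 mM) with NaCl 150 mM, Tween 20 0.05% · Compound – single-point dosing at 5 µM, 0.2% DMSO · Incubation – enzyme reaction carried out at room temperature · Technique – fluorescence of released AMC, ex 355 nm, em 460 nm · Read-out basis – % inhibition of thrombin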
Rad51 HR inh: Rad51 (human) homologous recombination inhibition; hRad51 DNA strand exchange, fluorescence dequenching; AID 1385; inhibition, % at 10 µM; Q06609; 200,000 tested, 0.085% active;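 active means inhibition above 40% at the single screening dose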;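 further: 0% = DMSO control wells and 100% = blanks with heterologous ssDNA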
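Test system: preformed human Rad51 ssDNA filaments. Compound dosing: single dose, 10 µM final compound. Incubation: filaments 15 min 37 °C, then compound 30 min. Technique: FRET fluorescence dequenching, excitation 485 nm, emission 520 nm. Read-out basis: percent inhibition from fluorescence, normalised to plate control and blank means. Benchmarks: plate controls and plate blanks.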
PERK inhibitor: blocks human PERK kinase. Q9NZJ5. CHO PERK-DD fusion, SEAP luminescence translation reporter. 220,000 tested, 0.17% active. inhibition, % at 5.6 µM;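 active means inhibition above the mean inhibition of all tested compounds plus 3 SD, set separately per screening campaign, cut at about 2.9% in these data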;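 further: PERK kinase domain activated by AP20187 dimerizer at 100 nM; 0% = DMSO with dimerizer and 100% = rapamycin at 8.4 µM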
Furin inh: human furin inhibition; AID 463115; inhibition, % at 30 µM; purified furin, fluorogenic substrate cleavage; P09958; 220,000 tested, 0.061% active; in the data active means inhibition above about 25%; further: inactives centre near -15
m-calpain inh: blocks pig calpain II enzyme activity | purified calpain II, fluorogenic peptide substrate, 30 min | 220,000 tested, 0.37% active | inhibition, % at 16 µM | AID 1236;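 active means inhibition above about 50%, limit read from the data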
hK5 inh: blocks human kallikrein 5 protease activity | inhibition, % at 5 µM | recombinant hK5, fluorogenic AMC substrate cleavage | AID 873 | Q9Y337 | 210,000 tested, 0.59% active;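 active means inhibition of 40% or more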;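 further: 0% = enzyme controls without compound and 100% = no-enzyme blanks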
FXIa inh: inhibitors of human coagulation factor XIa. P03951. purified FXIa, Boc-Glu-Ala-Arg-AMC fluorogenic substrate. inhibition, % at 5 µM. 220,000 tested, 0.14% active;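 active means inhibition of at least 40%; inactive means inhibition below 40%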;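 further: fluorescence of freed AMC excited at 355 nm; 0% = enzyme without compound and 100% = no enzyme blank; many of its hits are not listed in these tables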
FXIIa inh 1536: blocks human coagulation factor XIIa protease activity; P00748; purified FXIIa, Boc-QGR-AMC fluorogenic substrate, 2 h; inhibition, % at 5 µM; 220,000 tested, 0.3% active; AID 800; in the data active means inhibition above about 40%;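 further: 0% = enzyme with no compound and 100% = blank without enzyme; many of its hits are not listed in these tables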
An asterisk follows results filed as active; i = inactive; . = not tested or not shown; & = joins results of further samples; [ ] = remark or other dose.

(1) CC[C@]12C=CCN3CCC4(c5cc(Br)c(OC)cc5N(C)C4[C@@](O)(C(=O)OC)[C@@H]1OC(C)=O)C32 (stereo not given in full)
(2) CC(NC(C)(C)C)C(=O)c1cccc(Cl)c1 (stereo not given)
(3) C#CCN(C)[C@H](C)Cc1ccccc1
(4) Cc1ccsc1C(=O)C1CCCN(Cc2ccn[nH]2)C1 (stereo not given)
(5) Cn1c(O)c(C=NCc2cccs2)c(=O)n(C)c1=O

Assay by compound	1	2	3	4	5
Cl transport mod	-0.77	7.7*	0.067	0.82	.
thrombin 1536	28	.	.	2	4
Rad51 HR inh	-3	9&-2	3	.	-5
PERK inhibitor	-1.1	2.1	1.0	0.3	0.3
Furin inh	-5	-9	.	-24	-21
m-calpain inh	19	5	-21	26	32
hK5 inh	43*	-6	.	.	0
FXIa inh	21	21	.	2	3
FXIIa inh 1536	28	33	.	8	6

(6) COc1ccccc1-n1c(O)c(/C=N/NC(=S)Nc2ccccc2)c(=O)[nH]c1=S
(7) CC[N+](CC)(CC#CCO)CC#Cc1ccccc1
(8) COCCCn1c(N)c(C(=O)Nc2sc3c(c2C(=O)OC)CCCC3)c2nc3ccccc3nc21
(9) Cc1cc(C=C2C(=O)NC(=S)NC2=O)c(C)n1C1CCCC1
(10) Fc1cccc(CCNCc2ccccn2)c1

Assay by compound	6	7	8	9	10
Cl transport mod	-0.55	0.34	0.98	0.18	-0.9
thrombin 1536	-1	0	4	3	8
Rad51 HR inh	10	11	8	-23	2
PERK inhibitor	-0.4	-0.1	0.9	1.9	0.2
Furin inh	-7	-27	-9[20 µM]	-10	-22[20 µM]
m-calpain inh	10	-42	-67	-7	13
hK5 inh	-1	-5	-71	-3	6
FXIa inh	3	-4	4	5	10
FXIIa inh 1536	3	8	13	6	19

(11) CCCCc1nc2ccccc2c(=O)n1-c1ccccc1O
(12) CCc1nnc(NC(=O)CCc2nc(C3=CCN(C)CC3)no2)s1
(13) CC(NCC#Cc1ccccc1)C(O)c1ccccc1 (stereo not given)
(14) COc1ccc(C(CNC(=O)Cc2ccc(Cl)c(Cl)c2)N(C)C)cc1 (stereo not given)
(15) O=C1NC(=O)N(c2cccc(Cl)c2)C(=O)/C1=C\c1ccc(Sc2nc3ccccc3[nH]2)o1

Assay by compound	11	12	13	14	15
Cl transport mod	1.2	0.49	-1.1	-0.25	-1
thrombin 1536	3	.	4	-9	0
Rad51 HR inh	-5	-10	20	1	.
PERK inhibitor	-0.3	1.1	0.8	0.8	0.6
Furin inh	-2	-15[20 µM]	-12	-15	-13
m-calpain inh	10	.	-3	33	-30
hK5 inh	2	.	-14	-3	-16
FXIa inh	1	.	-3	-3	5
FXIIa inh 1536	12	.	-2	3	11

(16) CCC(=O)N1CC(=O)Nc2ccc(Br)cc2C1c1ccccc1 (stereo not given)
(17) COc1cc(N2CCOCC2)ccc1/C=C1\C(=O)NC(=O)N(Cc2cccs2)C1=O
(18) CCc1cc(=O)[nH]c(SCCCF)n1
(19) CCC(C)c1ccc(N2C(=O)NC(=O)/C(=C/c3cccn3CCOc3ccc(C)cc3)C2=O)cc1 (stereo not given)
(20) c1cc2c(cc1CCNC1C3CC4CC(C3)CC1C4)OCO2 (stereo not given)

Assay by compound	16	17	18	19	20
Cl transport mod	0.45	2.1	0.74	-0.84	.
thrombin 1536	-3	-14	-2	-2	-1
Rad51 HR inh	12	-52	-3	-25	1
PERK inhibitor	0.9	0.7	0.3	0.7	0.0
Furin inh	-34	-6	-22	-5	-23[20 µM]
m-calpain inh	-25	-43	-2	5	-12
hK5 inh	0	-19	-1	-3	-12
FXIa inh	-2	-2	-12	4	7
FXIIa inh 1536	3	6	5	8	14

(21) CC(=O)OC1(c2ccccc2)CCN(C)C(C)C1C (stereo not given)
(22) O=c1[nH]c(=O)n(Cc2ccco2)c(O)c1C=NCc1ccc2c(c1)OCO2
(23) C/C(CCc1c[nH]c2ccccc12)=N\O
(24) COP(=O)(NS(=O)(=O)c1ccccc1)OC
(25) CC(C)Cc1nnc(NC(=O)CCC(=O)N2CCC3(CC2)OCCO3)s1

Assay by compound	21	22	23	24	25
Cl transport mod	1.4	.	.	0.87	0.58
thrombin 1536	5	4	1	-3	-1
Rad51 HR inh	1	-4	8	-3	.
PERK inhibitor	0.2	-1.1	0.9	0.0	1.6
Furin inh	-12[20 µM]	-15	-17	-24	-24
m-calpain inh	-15	2	22	-37	-10
hK5 inh	-6	-9	-6	7	5
FXIa inh	8	2	5	2	4
FXIIa inh 1536	14	11	13	15	11

(26) CCOc1ccc(Cc2c(O)[nH]c(=O)[nH]c2=O)cc1
(27) c1ccc2c(CCNCc3ccc4c(c3)OCO4)c[nH]c2c1
(28) C=C1N2CCC(CC2)C1(O)c1ccc(C)c(C)c1 (stereo not given)
(29) COc1cccc(C(=O)C2CCCN(Cc3cccc4c3OCO4)C2)c1 (stereo not given)
(30) C=CC(C)C(C(=O)c1ccccc1)N(C)C (stereo not given)

Assay by compound	26	27	28	29	30
Cl transport mod	0.56	0.18	-0.33	-0.49	.
thrombin 1536	5	13	-1	-14	-4
Rad51 HR inh	4	-35	1	5	-2
PERK inhibitor	1.2	-0.7	0.8	0.7	0.7
Furin inh	-18[20 µM]	-5[20 µM]	-11[20 µM]	-23	0
m-calpain inh	-16	9	0	-3	2
hK5 inh	-8	15	-3	-5	19
FXIa inh	6	-5	-3	-4	8
FXIIa inh 1536	15	12	0	2	20

(31) Cc1cc(/C=C2\C(=O)NC(=O)N(C)C2=O)c(C)n1-c1ccc2c(c1)OCO2
(32) Cc1ccc(-n2c(O)c(C=NC3CCCC3)c(=O)[nH]c2=O)c(C)c1
(33) CC(=O)NC(C)Cc1ccccc1 (stereo not given)
(34) CN1CC[C@]2(c3cccc(O)c3)Cc3nc4ccccc4cc3C[C@H]2C1
(35) CCC(=O)c1c(O)n(C2CCCCCC2)c(=O)[nH]c1=O

Assay by compound	31	32	33	34	35
Cl transport mod	.	-0.072	0.0049	-1.1	0.71
thrombin 1536	-2	-1	-13	.	24
Rad51 HR inh	-10	-5	5	6	-8
PERK inhibitor	1.0	-0.7	0.7	0.2	1.1
Furin inh	-4	-9	-19[20 µM]	.	-23
m-calpain inh	-36	-39	-24	-2	18
hK5 inh	-8	-25	2	.	46*
FXIa inh	0	-13	-6	.	-3
FXIIa inh 1536	19	9	-9	.	20

Part of the list above in order of SMILES length, largest number first.
(34) CN1CC[C@]2(c3cccc(O)c3)Cc3nc4ccccc4cc3C[C@H]2C1
(29) COc1cccc(C(=O)C2CCCN(Cc3cccc4c3OCO4)C2)c1 (stereo not given)
(35) CCC(=O)c1c(O)n(C2CCCCCC2)c(=O)[nH]c1=O
(27) c1ccc2c(CCNCc3ccc4c(c3)OCO4)c[nH]c2c1
(28) C=C1N2CCC(CC2)C1(O)c1ccc(C)c(C)c1 (stereo not given)
(30) C=CC(C)C(C(=O)c1ccccc1)N(C)C (stereo not given)

Assay by compound	34	29	35	27	28	30
Cl transport mod	-1.1	-0.49	0.71	0.18	-0.33	.
thrombin 1536	.	-14	24	13	-1	-4
Rad51 HR inh	6	5	-8	-35	1	-2
PERK inhibitor	0.2	0.7	1.1	-0.7	0.8	0.7
Furin inh	.	-23	-23	-5[20 µM]	-11[20 µM]	0
m-calpain inh	-2	-3	18	9	0	2
hK5 inh	.	-5	46*	15	-3	19
FXIa inh	.	-4	-3	-5	-3	8
FXIIa inh 1536	.	2	20	12	0	20

The results go on.
(36) CN1C(=O)C(C2c3ccccc3C(=O)N2Cc2ccc([N+](=O)[O-])cc2)C(=O)N(C)C1=O (stereo not given)
(37) CCCCC/C=C\C/C=C\C/C=C\C/C=C\CCCC(=O)Nc1ccc(O)cc1
(38) CN1C2CCC1CC(OC(=O)CCN1CCCC1)C2 (stereo not given)
(39) CC(=O)O[C@]1(c2ccccc2)CCN(C)[C@H]2CCCC[C@@H]21
(40) COc1cccc(Oc2c(C)oc3cc(OC(=O)N(C)C)ccc3c2=O)c1

Assay by compound	36	37	38	39	40
Cl transport mod	1.2	0.025	0.83	0.1	0.4
thrombin 1536	-6	.	-3	2	1
Rad51 HR inh	-7	-2	-4	-3	-6
PERK inhibitor	0.4	1.1	0.1	0.3	-1.1
Furin inh	-15[20 µM]	.	-15	-9[20 µM]	-15[20 µM]
m-calpain inh	9	63*	-20	-21	20
hK5 inh	-9	.	-19	-11	-12
FXIa inh	-7	.	8	8	-1
FXIIa inh 1536	-3	.	10	16	0

(41) CC1CC(C)CN(CC(=O)c2ccc(OC(F)F)cc2)C1 (stereo not given)
(42) CNC(=O)Oc1ccc2ncccc2c1
(43) Cc1cccc(C)c1NC1=NCCCCS1
(44) CSc1ccc(C(=O)C2CCCN(Cc3cnc(SC)nc3)C2)cc1 (stereo not given)
(45) COC(=O)c1cn(C(=O)c2cccc3ccccc23)c2ccccc12

Assay by compound	41	42	43	44	45
Cl transport mod	0.48	0.097	-0.039	0.12	0.026
thrombin 1536	-14	-4	-5	-4	-2
Rad51 HR inh	-4	.	5	1	2
PERK inhibitor	0.7	-0.5	1.1	-1.1	-0.8
Furin inh	-1	-3	-27	-1	-6
m-calpain inh	6	-10	10	32	-5
hK5 inh	-14	-7	-4	1	1
FXIa inh	-2	3	0	-6	0
FXIIa inh 1536	11	7	11	6	9

(46) Cc1cccc(NP(=O)(Oc2ccccc2F)Oc2ccccc2F)c1C
(47) CC(C)c1oc(=O)cc2c1[C@@H](O)[C@H]1OC(=O)[C@@]3(C)CC[C@@H](O)[C@@]2(C)C13 (stereo not given in full)
(48) CC(=O)c1ccc2c(c1)C1C(Cl)C(Sc3ccccc3[N+](=O)[O-])CC1C(c1ccccc1)N2 (stereo not given)
(49) O=c1[nH]c(=O)n(-c2ccc(F)cc2)c(O)c1C=Nc1ccccc1N1CCCC1
(50) COc1ccccc1N(CC(=O)NC1CCCCC1)C(=O)c1cnn(C(C)C)c1
(51) COc1cccc(CN2CCCCC2c2cccnc2)c1 (stereo not given)
(52) O=C(c1c[nH]c2ccc(S(=O)(=O)N3CCOCC3)cc2c1=O)N1CCC2(CC1)OCCO2

Assay by compound	46	47	48	49	50	51	52
Cl transport mod	0.31	-0.058	0.97	1.1	-1.4	.	0.38
thrombin 1536	-1	-6	2	-1	3	4	4
Rad51 HR inh	-5	2	-4	-10	0	1	-8
PERK inhibitor	-0.3	0.0	0.0	0.6	-1.0	0.3	0.1
Furin inh	8	-16	-7[20 µM]	-14[20 µM]	-28[20 µM]	-16	1
m-calpain inh	40	21	-229	i	-10	7	-53
hK5 inh	-13	7	7	-15	3	3	2
FXIa inh	-1	1	7	3	2	-1	2
FXIIa inh 1536	10	0	16	-7	14	9	15

The list is partial; the hit share may differ from the screen's.
